# PostGolgi ctrl: growth inhibition of yeast control strain, primary screen, counter-screen for post-Golgi transport modulator project; efflux-deficient yeast background strain, growth absorbance A615, 16 h; inhibition, % at 10 µM; 98,000 compounds, 5% hits; AID 738, 2007; in the data active means inhibition above about 30%
# An asterisk follows results filed as active.
molecule	PostGolgi ctrl
NC(=O)c1nsnc1-c1ccccc1O	-2
CCc1nn(CCCC(=O)N2CCc3ccccc3C2)c(=O)c2cc3occc3n12	16
CCCCOc1ccc(C(=O)NCC(=O)NCC(=O)OCC)cc1	-11
O=C(CN1CCC(n2nnc3cc(C(F)(F)F)ccc32)CC1)NCc1cccs1	11
CC1(C)CC(C)(O)P(=O)(c2ccccc2)O1 (centres undefined)	-6
CCCCNCCCOc1cccc(Cl)c1	3
Cc1cc(NC(=O)c2ccc(NC(=O)c3cccs3)cc2)no1	1
Nc1c2c(nc3ccccc13)N(c1ccccc1)CC2	16
C=CCn1cnc2c(c1=O)c1nc3ccccc3nc1n2-c1ccc(C)cc1	3
CCOc1ccc(CCNC(=O)c2cc3sccc3n2C)cc1OCC	-2
c1ccc2c(c1)CCN(c1ncnc3c1[nH]c1ccccc13)C2	29
CCOCCOC(=O)C1=C(C)N(C)C(=O)NC1c1cc(Cl)c(O)c(OCC)c1 (centres undefined)	2

# Further structures.
molecule	PostGolgi ctrl
Cc1cc(C(=O)N2CC(C)CC(C)C2)n(-c2ccccc2)n1 (centres undefined)	32*
CCOc1cc(N2C(=O)CC3CS(=O)(=O)CC32)c(OCC)cc1NC(=O)c1ccccc1 (centres undefined)	8
O=C(Cn1nc(-c2ccccc2)c2ccccc2c1=O)NCCN1CCOCC1	-2
COCCCn1c(=S)[nH]c2ccc(N3CCOCC3)cc2c1=O	-9
CCC(=O)Nc1cccc(NC(=O)c2ccc3c(c2)OCCO3)c1	19
CC(=O)Nc1cccc(-c2nnc(SCC(=O)N3CCCCC3)n2C)c1	-3
CC(C)(C)C(=O)Oc1cc(N)n(S(=O)(=O)c2ccccc2)n1	12
O=C(O)C1C2C=CC3(CN(Cc4ccncc4)C(=O)C13)O2 (centres undefined)	0
Cc1cc(C(=O)N2CCN(c3ccccn3)CC2)no1	11
COC(=O)CN1C(=O)C(C)=C(c2ccc(C)cc2)S1(=O)=O	4
Cc1noc(C)c1S(=O)(=O)N1CCC(C(=O)N2CCN(Cc3ccc4c(c3)OCO4)CC2)CC1	0
CCOC(=O)N1CCN(C(=O)c2cc3c(=O)[nH]c4ccccc4c3s2)CC1	1

# Overlap with the part before: six compounds, followed by the next part.
molecule	PostGolgi ctrl
CC(C)(C)C(=O)Oc1cc(N)n(S(=O)(=O)c2ccccc2)n1	12
O=C(O)C1C2C=CC3(CN(Cc4ccncc4)C(=O)C13)O2 (centres undefined)	0
Cc1cc(C(=O)N2CCN(c3ccccn3)CC2)no1	11
COC(=O)CN1C(=O)C(C)=C(c2ccc(C)cc2)S1(=O)=O	4
Cc1noc(C)c1S(=O)(=O)N1CCC(C(=O)N2CCN(Cc3ccc4c(c3)OCO4)CC2)CC1	0
CCOC(=O)N1CCN(C(=O)c2cc3c(=O)[nH]c4ccccc4c3s2)CC1	1
Cc1cc(Oc2ccccc2)nc2ccc(O)cc12	24
COc1ccccc1C(=O)N1CCN(Cc2ccc3c(c2)OCO3)CC1	-2
Cc1nc2ccccc2n1-c1nc(-c2ccco2)cc(C(F)(F)F)n1	11
COc1cccc(N2CCN(c3ncnc4c3[nH]c3ccccc34)CC2C)c1 (centres undefined)	44*
O=C1CC(c2ccccc2)NC(=O)N1 (centres undefined)	2
COc1ccc(/C=N\n2nnc3ccccc32)cc1	0
COc1ccc(-c2nn3c(-c4ccccn4)nnc3s2)cc1OC	-2
CCOC(=O)C1=C(CS(=O)(=O)c2ccc(F)c(C)c2)NC(=O)NC1c1ccc(O)c(O)c1 (centres undefined)	-3
COc1cccc(C(=O)NCC2CCCO2)c1 (centres undefined)	0
NC(=O)c1cc2ccc(O)cc2oc1=NCc1ccccc1	15
CCOC(=O)c1ccc(NC(=O)CN2CCN(CCN=CC3=C(O)CC(C)(C)CC3=O)CC2)cc1	1
CCN1CCN(C(=O)c2sc3nc(C)nc(N4CCC(C)CC4)c3c2C)CC1	5

# (more compounds)
molecule	PostGolgi ctrl
COc1cc(OC)c(C2CC(=O)N3CN(c4ccccc4C)CSC3=C2C#N)cc1OC (centres undefined)	8
COc1ccc(-c2nsc(C(=O)N(c3ccc(F)cc3)C(C(=O)NC3CCCC3)c3ccc(OC)cc3)c2N)cc1 (centres undefined)	1
COC(=O)c1cc(Cl)c(NS(=O)(=O)c2ccccc2)cc1OC	2
CN(C)c1ccc(C=NCC2(O)CCOC(C)(C)C2)cc1 (centres undefined)	10
COc1ccc(-c2[nH]ncc2-c2ccc3c(c2)OCCO3)c(O)c1	3
CCOc1ccc(CN2CCC(C(=O)N3CCN(c4ccccc4F)CC3)CC2)cc1OC	1
O=C(/N=C1\NC(=O)C(F)(C(F)(F)F)S1)NC1CCCCC1 (centres undefined)	10
O=S(=O)(c1ccccc1)C1(S(=O)(=O)c2ccccc2)CCCC1	13
Cc1nn(C(C)C(=O)N2CCN(c3ccccn3)CC2)c(=O)c2cc3occc3n12 (centres undefined)	-1
Cc1c(C(=O)OCC(C)(C)CN(C)C)oc2ccccc12	4
CCc1ccc(N2CSC3=C(C#N)C(c4cccs4)CC(=O)N3C2)cc1 (centres undefined)	5
COc1nc(Nc2ccc(C(C)=O)cc2)nc(OC)n1	-1

# By substructure, the entries above containing a furan ring, fused or not
molecule	PostGolgi ctrl
CCc1nn(CCCC(=O)N2CCc3ccccc3C2)c(=O)c2cc3occc3n12	16
Cc1nc2ccccc2n1-c1nc(-c2ccco2)cc(C(F)(F)F)n1	11
Cc1nn(C(C)C(=O)N2CCN(c3ccccn3)CC2)c(=O)c2cc3occc3n12 (centres undefined)	-1
Cc1c(C(=O)OCC(C)(C)CN(C)C)oc2ccccc12	4

# The listing continues.
molecule	PostGolgi ctrl
CCOc1cc(NC(=O)c2ccco2)c(OCC)cc1NC(=O)CCc1ccccc1OC	2
Cc1cc(NC(=O)c2cc3n(n2)C(C(F)(F)F)CC(c2ccc(Cl)c(Cl)c2)N3)no1 (centres undefined)	10
CN1C2CCC1/C(=C\c1ccccc1Cl)C(=O)/C2=C\c1ccccc1Cl	25
Cn1nc(CC(=O)Nc2ccc3c(c2)OCCO3)c2ccccc2c1=O	16
Cc1nn(-c2ccccc2)c2sc(C(=O)O)cc12	2
CCCCNC(=O)c1ccc2nc(-c3ccco3)c(-c3ccco3)nc2c1	-1
Nc1ccc(Nc2ccccc2N)cc1	6
O=C(NC1CCCCCCC1)c1c(O)c2ccccc2[nH]c1=O	4
CCCCN(C)CCC(=O)Nc1ccc(OC)cc1OC	1
Cn1c(=O)oc2cc(S(=O)(=O)N3CCCC(C(=O)NCC4COc5ccccc5O4)C3)ccc21 (centres undefined)	4
O=C(c1ccco1)N1CCN(C2CCCC2)CC1	4
Cc1ccc(SCC(=O)N2CCOCC2)cc1	8

# Later entries
molecule	PostGolgi ctrl
CN(C(=O)c1ccncc1)c1nnc(-c2ccncc2)s1	4
Cn1c(CNc2nc(-c3ccccc3)cs2)nnc1SCC(=O)OC1CCCCC1	9
CC(CCc1ccccc1)NC(=O)c1cc2sccc2n1C (centres undefined)	6
Cc1nc2ccc(S(=O)(=O)NC(C(=O)NCc3ccco3)C(C)C)cc2s1 (centres undefined)	1
Cc1c(C(=O)NCCN2CCOCC2)oc2ccc(S(=O)(=O)N3CCCCCC3)cc12	16
COc1ccc(-c2nc(CSCC(=O)NCc3ccc4c(c3)OCO4)c(C)o2)cc1OC	24
COC(=O)c1ccc(N2C(=O)CC(N3CCN(C(=O)c4ccco4)CC3)C2=O)cc1 (centres undefined)	9
CC(=O)N1CCCc2cc(S(=O)(=O)Nc3ccc4c(c3)OCO4)ccc21	33*
CC(Nc1cc(=O)n(C)c(=O)n1C)c1ccccc1 (centres undefined)	5
CCCCOc1ccccc1NC(=O)Cn1c(-c2nonc2N)nc2ccccc21	9
CCOC(=O)N1CCN(CC(=O)c2c(C)[nH]c3ccccc23)CC1	3
COc1ccc(N2C(=O)C(Cl)=C(Nc3c(C)n(C)n(-c4ccccc4)c3=O)C2=O)cc1	12

# In the list so far, two have a cyano group:
molecule	PostGolgi ctrl
COc1cc(OC)c(C2CC(=O)N3CN(c4ccccc4C)CSC3=C2C#N)cc1OC (centres undefined)	8
CCc1ccc(N2CSC3=C(C#N)C(c4cccs4)CC(=O)N3C2)cc1 (centres undefined)	5

# Following part
molecule	PostGolgi ctrl
CC(C)n1c(=NC(=O)c2ccco2)c(C#N)cc2c(=O)n3ccccc3cc21	-12
COc1ccccc1CN1CCN(C(CC(C)C)c2nnnn2Cc2cccs2)CC1 (centres undefined)	17
COc1ccc2oc(=O)c(C(=O)Nc3ccccc3-c3ccccc3)cc2c1	3
CCN(CC)c1ccc2c(c1)CCCN2	5
O=C1NC(c2ccccc2)(C(F)(F)F)SC2=CCCCCN12 (centres undefined)	2
CCOc1ccc(-c2nc(CSCC(=O)NCc3ccco3)c(C)o2)cc1	24
CCOC(=O)c1cc(NC(=O)OC)c(C)nc1C	6
COC(=O)Nc1ccc2c(c1)N(C(=O)CCN1CCN3CCCC3C1)c1ccccc1CC2 (centres undefined)	-5
O=C(O)COc1ccccc1C1C2C(=O)N(c3ccccc3)C(=O)C2ON1c1ccccc1 (centres undefined)	-3
COCCCN1C(=O)C(=O)/C(=C(/O)c2ccc(OC(C)C)cc2)C1c1ccncc1 (centres undefined)	-1
COc1ccccc1C(=O)N1CCN(c2nc3cc(C)c(C)cc3cc2C#N)CC1	30
CC1CC(=O)N(CC(=O)Nc2ccc3c(c2)OCO3)c2ccccc2S1 (centres undefined)	10

# 4 entries from above, as labelled records:
COC(=O)Nc1ccc2c(c1)N(C(=O)CCN1CCN3CCCC3C1)c1ccccc1CC2 (centres undefined)
  PostGolgi ctrl = -5

COc1ccc2oc(=O)c(C(=O)Nc3ccccc3-c3ccccc3)cc2c1
  PostGolgi ctrl = 3

CC(C)n1c(=NC(=O)c2ccco2)c(C#N)cc2c(=O)n3ccccc3cc21
  PostGolgi ctrl = -12

CCOC(=O)c1cc(NC(=O)OC)c(C)nc1C
  PostGolgi ctrl = 6

# Continued:
molecule	PostGolgi ctrl
CCc1cc2c(=O)c(-c3nc4ccccc4n3C)c(C)oc2c(CN2CCN(C)CC2)c1O	11
O=C(NCCN1CCCC1)c1cc(-c2ccncc2)nc2ccc(S(=O)(=O)N3CCOCC3)cc12	-2
CCOc1cc2[nH]c(=O)n(CCCCC(=O)NCc3ccco3)c(=O)c2cc1OCC	6
O=C(Cc1coc(-c2ccc(F)cc2)n1)NCc1ccccc1	8
CC(C)Cc1cc(C(=O)NCCc2ccccc2)no1	3
CS(=O)(=O)c1nc(-c2ccccc2)cc(C(F)(F)F)n1	51*
Cc1cc(-n2c(=O)c(C#N)cc3c(=O)n4ccccc4nc32)no1	-5
O=C1c2ccccc2C(=O)C1c1nccc2ccccc12	61*
Cc1ccc(C)c(-c2nc3cc(N)ccc3o2)c1	3
COc1cc(C2CC(=O)Nc3ccccc3S2)cc(OC)c1OC (centres undefined)	4
Cn1c(SCC(=O)N2c3ccccc3Sc3ccc(Cl)cc32)nnc1-c1ccco1	60*

# A portion of the library; rates above refer to the full screens.
